# Screening data deposited in PubChem by several laboratories.
# PfHsp90 yeast 2 – inhibits growth of yeast expressing Plasmodium falciparum Hsp90; S. cerevisiae expressing PfHsp90, BacTiter-Glo ATP, 48 h; yeast lacking PDR1 and PDR3 efflux regulators; inhibition, % at 9.4 µM; actives 0.32% (n = 310,000); AID 504621;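 active = every replicate shows inhibition above about 80%, whatever the replicate mean, limit read from the data; inconclusive = mean inhibition reaches the set limit but some replicate falls short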;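 also: 0% = DMSO neutral controls and 100% = 20 µM radicicol positive controls; yeast relying on Plasmodium falciparum Hsp90 in place of its own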
# LANA DNA inh – blocks KSHV LANA C-terminal domain binding to DNA; MBP-C-LANA/FAM-LBS DNA binding, fluorescence polarization; inhibition, % at 9 µM; actives 0.078% (n = 340,000); AID 504423;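 active = highest replicate inhibition at or above 60% at 9 µM, even if other replicates fall short; inactive = all replicates below 60% inhibition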;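 also: 0% = neutral control wells and 100% = 4 µM acridine orange control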
# dFosB activator – activators of mouse delta FosB homodimer; activation, % at 25 µM; AID 493131; purified delta FosB, TAMRA-CDK5 oligo fluorescence polarization; percent of positive-control signal above neutral wells; P13346; actives 0.99% (n = 340,000);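 active = mean activation above about 17%, with every replicate also reaching it, limit read from the data, passing the limit was not always enough; inconclusive = only one of the two conditions met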;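 also: fluorescence polarization rise as delta FosB binds a TAMRA Cdk5 AP-1 oligo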
# Target sequence (P13346 whole entry, looked up): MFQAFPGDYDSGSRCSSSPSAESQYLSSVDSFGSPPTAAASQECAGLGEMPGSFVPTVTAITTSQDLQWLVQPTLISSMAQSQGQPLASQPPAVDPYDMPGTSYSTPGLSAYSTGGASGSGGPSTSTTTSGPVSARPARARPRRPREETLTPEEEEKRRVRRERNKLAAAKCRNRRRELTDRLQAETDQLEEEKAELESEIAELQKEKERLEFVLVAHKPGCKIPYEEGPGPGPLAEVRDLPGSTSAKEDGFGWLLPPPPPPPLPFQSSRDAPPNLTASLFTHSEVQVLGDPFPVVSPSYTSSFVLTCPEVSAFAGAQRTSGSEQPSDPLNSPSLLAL
# SUMO Mot1 rescue – blocks SUMOylation pathway, rescuing yeast Mot1-301 growth; S. cerevisiae Mot1-301 growth rescue, ATP luminescence, 38.5C; percent above DMSO median, 100 means doubled; growth rescue, % at 18.8 µM; actives 1% (n = 320,000); AID 2716;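 active = every valid replicate shows activation above 250% relative to neutral control wells; inactive = the rest, any valid replicate at or below 250%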;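 also: OY570 slx delta 5 strain wells were the positive control but not used for scaling; some compounds called inactive have numbers as strong as hits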
# Rtt109 Vps75 – inhibitors of Candida albicans Rtt109/Vps75 histone acetyltransferase. Q5AAJ8. purified Rtt109/Vps75, ThioGlo CoA-SH fluorescence, 4 h. inhibition, % at 34.9 µM. actives 0.16% (n = 330,000). AID 540336;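 active = inhibition of at least 50% in every replicate; inconclusive = best replicate reaches 50% inhibition but some replicates fall short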
# CDK5 p35 inh – CDK5/p35 (human) kinase inhibition. Q00535+Q15078. Recombinant CDK5/p35, ADP-Glo luminescence, 60 min. inhibition, % at 10 µM. actives 0.01% (n = 330,000). AID 488839;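 active = highest replicate inhibition of at least 50% and at least 75% of replicates reaching 50%; inconclusive = only one of the two criteria met; inactive = both criteria failed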;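 also: plate controls were DMSO neutral control for no effect and GW8510 at 10 µM for full effect; many of its hits are not listed in these tables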
# RTF Ca sens inh – cardiac RTF calcium desensitization; IANBD-labeled cardiac RTF, Ca2+ fluorescence; inhibition, % at 7.15 µM; actives 0.12% (n = 340,000); P19429+P45379; AID 493244;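 active = inhibition above the mean inhibition of all tested compounds plus 3 SD, cut at about 17% in these data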;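 also: assay run at fixed EC70 calcium of 1.6 mM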
# Keap1-Nrf2 PPI – inhibitors of human Keap1-Nrf2 protein-protein interaction; Q14145; inhibition, % at 9.4 µM; actives 0.15% (n = 340,000); AID 504523; Keap1 Kelch-Nrf2 peptide fluorescence polarization, 1536-well; in the data active = inhibition above about 12%; inconclusive = no clear call, values can overlap the other calls; inactive = below about 7.3%;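 also: human Keap1 Kelch domain with fluorescein labeled Nrf2 9mer peptide probe; 0% = neutral control wells and 100% = peptide positive control; higher means more block of Keap1 binding to Nrf2 peptide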
# Target sequence (Q14145 whole entry, looked up, the tested form may be a part): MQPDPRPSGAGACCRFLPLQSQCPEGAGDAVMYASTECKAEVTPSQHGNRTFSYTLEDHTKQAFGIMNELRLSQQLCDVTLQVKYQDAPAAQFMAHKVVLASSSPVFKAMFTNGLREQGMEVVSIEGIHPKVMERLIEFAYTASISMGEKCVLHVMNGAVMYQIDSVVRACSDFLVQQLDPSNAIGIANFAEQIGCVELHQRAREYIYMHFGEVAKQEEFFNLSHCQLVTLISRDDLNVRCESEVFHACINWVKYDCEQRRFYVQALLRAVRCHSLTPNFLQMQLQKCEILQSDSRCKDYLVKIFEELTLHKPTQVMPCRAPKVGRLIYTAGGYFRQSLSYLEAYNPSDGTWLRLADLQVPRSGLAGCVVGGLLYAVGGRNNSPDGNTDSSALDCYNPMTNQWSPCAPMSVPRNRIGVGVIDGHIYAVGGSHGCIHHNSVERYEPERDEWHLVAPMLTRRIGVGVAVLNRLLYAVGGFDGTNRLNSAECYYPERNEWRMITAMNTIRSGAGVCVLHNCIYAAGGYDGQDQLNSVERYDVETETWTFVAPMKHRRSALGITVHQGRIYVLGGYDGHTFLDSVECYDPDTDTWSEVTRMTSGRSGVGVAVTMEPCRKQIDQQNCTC
# PvdQ inh – P. aeruginosa PvdQ acylase inhibition; purified PvdQ acylase, fluorescence plate reader; inhibition, % at 10 µM; actives 0.063% (n = 340,000); AID 488965; in the data active = inhibition above about 30%, passing the limit was not always enough; inconclusive = no clear call, values can overlap the other calls;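 also: 0% = vehicle neutral wells and 100% = reference inhibitor wells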
# cardiac RTF act – increases calcium sensitivity of human cardiac regulated thin filaments | actives 0.24% (n = 340,000) | P19429+P45379 | activation, % at 7.2 µM | IANBD-labeled TnC RTF fluorescence at EC20 calcium; 0% EC20 calcium, 100% full calcium;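 active = activation above the mean over all tested compounds plus 3 SD, cut at about 30% in these data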;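 also: rise in fluorescence read as greater calcium sensitivity of cardiac thin filaments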
# NSD2 HMT inh – blocks human histone methyltransferase NSD2; NSD2 peptide methylation, AlphaScreen, 120 min; inhibition, % at 12.5 µM; actives 0.54% (n = 310,000); AID 743445; in the data active = inhibition above about 50%
# Active calls of the source: *; i = inactive; u = inconclusive; x = not tested or not shown.
SMILES,PfHsp90 yeast 2,LANA DNA inh,dFosB activator,SUMO Mot1 rescue,Rtt109 Vps75,CDK5 p35 inh,RTF Ca sens inh,Keap1-Nrf2 PPI,PvdQ inh,cardiac RTF act,NSD2 HMT inh
Cc1cc(NC(=S)N(Cc2ccc(Cl)cc2)Cc2ccc(C(=O)O)cc2)ccc1Cl,-40.4,0.1,-4.9,5.4,17.2,-0.5,4.8,5.3,0.2,1.0,43.1
COc1ccc(/C=N/NC2=NCCCCC2)cc1,-35.6,-3.9,-11.5,-3.8,-0.3,-4.5,-4.4,-2.9,-3.8,6.8,-1.4
COCCN1C(=O)/C(=C/c2ccc(N3CCCC3)cc2)SC1=S,-14.8,-2.2,-2.0,-15.1,x,-2.4,-53.4,-7.9,-28.2,80.4*,-2.6
COCCn1c(=S)[nH]c2ccccc21,40.7,1.9,5.2,-12.1,-3.6,0.2,-8.4,-1.3,-17.6,3.1,-0.1
Cn1c(=O)n(Cc2ccccc2)c(=O)c2c1nc1n2CCN1Cc1ccco1,23.1,-0.2,-14.8,-6.3,4.2,0.9,-4.8,-0.2,10.1,4.0,3.7
COc1ccc(OC)c(C2=NS(=O)(=O)N(C)C(C(=O)NCc3ccco3)=C2)c1,14.7,0.8,-6.3,3.7,6.2,-1.5,-5.0,-4.4,-6.0,-1.7,4.7
O=C(COC(=O)c1c(F)cccc1F)Nc1ccc(N2CCCCC2)cc1,-6.1,0.2,-6.5,11.8,-3.7,-1.4,-8.1,-6.9,-9.9,-0.1,-9.6
O=C(Nc1ccc(N2CCN(C(=O)c3ccccc3)CC2)cc1)c1ccc(Br)o1,15.3,1.7,-0.4,-5.3,-1.6,0.6,-5.8,-1.8,-15.5,5.1,2.3
CC(=O)c1cccc(NC(=O)Nc2ccc(C(=O)N3CCOCC3)cc2)c1,x,0.5,-8.0,-5.1,2.4,-0.4,0.8,-3.3,-9.8,4.6,-5.5
COC(=O)c1cc(Cl)cc2c(CCO)c[nH]c12,-8.2,0.9,-9.6,48.5,-3.0,-1.4,-0.1,-0.4,-13.2,1.1,x
NC(=O)C1(N2CCCCC2)CCN(C(=O)c2ccccc2)CC1,1.4,-0.2,-4.2,-9.5,-7.8,1.7,0.6,-7.3,-3.3,12.8,x
CC(=O)Nc1ccc(NC(=O)c2ccc(S(=O)(=O)N(C)c3ccccc3)cc2)cc1,-5.5,-0.1,u,0.3,-15.5,-1.6,-3.1,-3.8,-10.7,-2.9,0.4
Cc1ccc(C2(C)NC(=O)N(CC(=O)N3CCN(S(=O)(=O)c4ccc(Cl)s4)CC3)C2=O)cc1 (stereo not given),-18.6,-0.1,-15.9,-12.7,13.6,-0.1,1.5,-7.5,-23.4,5.3,1.0
O=C(COC(=O)c1ccc2ccccc2c1O)NCc1ccccc1,-5.4,-0.6,12.8,1.7,4.6,-4.5,-5.1,-4.7,-5.4,-2.8,-7.0
NC(=O)c1ccc(N2CCCCCC2)c([N+](=O)[O-])c1,22.6,0.6,5.7,1.4,-0.1,1.0,-17.6,1.1,-8.2,-5.0,-4.2
COc1cc(C(=S)N2CCCC2)ccc1OC(=O)c1ccc(Cl)cc1[N+](=O)[O-],-21.5,2.1,-6.9,21.2,-1.5,0.6,-5.9,-9.7,-9.9,-0.9,31.1
O=C(CNc1cccc(S(=O)(=O)N2CCOCC2)c1)Nc1ccc(C(F)(F)F)cc1,x,-0.6,-0.2,-15.4,-4.7,-6.1,-4.8,-4.4,-9.3,-0.1,-2.6
O=C1Nc2ccc([N+](=O)[O-])cc2OC1CCN1CCOCC1 (stereo not given),x,1.2,3.0,3.5,10.1,0.8,-10.3,3.3,-11.7,3.9,0.6
CCC1Oc2ccc(C)cc2N(CC(=O)NCCCN2CCCCC2C)C1=O (stereo not given),-33.4,0.4,-5.7,-2.7,7.6,x,-0.1,-4.8,-15.9,1.5,-1.5
Cc1cccc(NC(=S)NNC(=O)c2csc3c2CCC(C)C3)c1 (stereo not given),0.4,1.5,-2.1,x,33.1,0.3,1.5,0.3,5.7,6.8,1.4
Nc1nnc(SCC(=O)c2ccc([N+](=O)[O-])cc2)s1,3.8,0.0,1.8,198.3,-13.3,-0.9,-2.1,-2.8,-13.2,-4.1,-0.7
COC(=O)/C=C/c1cnc[nH]1,-8.7,-1.1,-6.7,-1.2,1.7,-0.9,2.9,-4.7,-8.0,3.6,x
Cc1c2c(n3c(nc4ccccc43)c1C#N)N(CCCN(C)C)CC2,34.7,0.3,2.9,12.4,i,0.3,9.4,-1.9,0.2,-0.6,6.9
Cc1ccc(S(=O)(=O)CCC(=O)OCc2ccccc2)cc1,18.3,-1.5,3.5,-4.3,-0.3,0.8,2.9,-0.3,-2.9,-5.1,-3.3
CCn1c(=O)[nH]c(=O)c2c(N)c(C(=O)c3ccccc3OC)sc21,1.0,-0.5,3.8,315.2,-0.8,23.7,-2.5,0.5,3.6,0.8,1.9
CCOC(=O)C1(CC/C(C)=N\NC(N)=O)CC(C)(C)OC1=O (stereo not given),19.8,-0.8,2.0,117.2,-14.9,0.3,-5.8,-1.0,-9.6,3.6,-1.0
O=C(O)CC(CC(=O)Nc1ccc(Oc2ccccc2)cc1)c1ccccc1 (stereo not given),27.8,-2.0,-5.1,15.9,6.7,-1.2,-4.4,-3.5,-16.7,2.9,-3.0
CC(C)(NC(=O)c1ccccc1)c1nc2ccccc2s1,18.2,-1.9,-2.3,10.0,-0.3,1.3,-5.6,3.3,-1.3,1.0,x
Cc1cn([C@H]2C[C@H](O)[C@@H](CCC(=O)NCc3ccccc3)O2)c(=O)[nH]c1=O,25.8,0.5,2.5,x,-4.8,0.4,-0.8,0.8,-0.8,-7.1,x
O=C(COC(=O)CCC(=O)c1cccs1)Nc1cc(S(=O)(=O)N2CCOCC2)ccc1Cl,-1.9,-0.4,-9.5,-16.1,5.4,-0.6,-3.4,-1.9,-4.2,2.3,0.5
CCCCN(C(=O)C1=COCCO1)c1c(N)n(CCCC)c(=O)[nH]c1=O,x,1.1,6.4,-1.4,7.5,-0.4,-7.9,-0.3,2.9,-0.8,-0.2
Cc1nnc(SCC(=O)N(C)C2CCCCC2)n1C,-7.2,2.2,-0.2,4.4,2.2,-0.1,-8.2,-5.0,-23.5,-4.4,6.1
Cc1[nH][nH]c(=O)c1N=Nc1ccc(F)cc1,7.5,-1.6,-5.6,105.1,-0.1,1.8,-2.1,3.9,13.4,-0.3,32.1
CCOc1ccc(CN(C)CC(=O)c2c(N)n(Cc3ccccc3)c(=O)n(CC)c2=O)cc1OC,29.2,2.5,-6.1,39.5,4.1,-0.2,-0.3,-3.2,-9.9,1.0,4.9
Cc1ccccc1OCCn1cc(C(=S)N2CCCC2)c2ccccc21,3.1,-0.3,-8.2,-5.8,3.3,-0.4,-7.3,-6.1,-4.5,5.7,2.0
COc1ccc(Cl)cc1NC(=O)CN(C)C(=O)c1ccc2c(c1)OCCO2,2.0,1.9,-1.2,413.3,7.5,-0.4,3.5,1.9,10.8,-1.2,-1.6
CCCCc1nnc(NC(=O)CN(C)S(=O)(=O)c2ccc(C)cc2)s1,-2.1,2.0,-8.7,-2.7,-8.6,-2.1,-2.6,4.2,-2.7,0.5,-7.2
CCCCNCc1cccn1-c1ccccc1,-6.8,-0.2,-2.2,8.0,-27.0,0.0,11.1,1.6,-11.6,4.3,-6.3
COc1ccc(CCNC(=O)CN(c2ccccc2OC)S(C)(=O)=O)cc1,x,-0.6,4.5,-0.7,1.8,-1.2,3.9,0.7,15.8,-2.8,-1.5
CCOC(=O)C1(CC2CCCCO2)CCN(C(=O)Nc2ccc(C)c(C)c2)CC1 (stereo not given),1.7,-0.4,-1.1,6.8,19.6,0.1,-2.9,-0.5,-15.5,3.9,0.6
CCCCCC(=O)N1CC2(CC(c3cccc(NC(=O)COc4ccc(Cl)cc4)c3)=NO2)C[C@@H]1C(N)=O (stereo not given in full),-15.1,-0.5,0.5,-1.5,-9.3,-3.2,-24.1,-3.4,-3.4,6.2,x
CCOc1ccccc1NC(=O)NCCN1CCCCC1,-5.9,-1.4,-4.2,i,7.0,0.1,2.7,0.0,8.6,0.8,0.6
Cc1ccc(C(=O)Cc2nnc(C)s2)cc1,24.2,1.0,-12.4,-17.0,2.4,-0.3,5.9,-5.2,-16.6,2.5,24.2
COc1cccc(Cn2cccc(NC(=O)NC3CCCCC3)c2=O)c1,2.7,-1.5,-3.8,x,13.2,0.9,-4.9,0.8,-10.5,7.9,9.7
COc1ccc(NC(=O)CSc2n[nH]c(N)n2)c([N+](=O)[O-])c1,-3.2,-0.5,1.7,210.3,2.0,0.2,-4.4,2.3,1.8,0.9,4.4
O=C(NCc1ccccn1)Nc1ccc(F)c(Cl)c1,-19.7,-0.5,2.8,-1.9,-10.7,-2.8,-1.2,6.0,-3.4,-1.7,0.4
CCC(=O)N1CCc2cc(S(=O)(=O)NCCC(=O)N3CC=C(c4ccccc4)CC3)ccc21,-3.3,-0.5,-16.6,11.0,-5.9,0.1,-12.7,-10.5,-10.3,10.0,1.5
CCOC(=O)C1C(=O)C(=O)N(C(C)C)C1C(=O)OCC (stereo not given),13.7,-0.6,2.1,x,-5.0,-1.0,-5.5,2.4,-9.1,-1.7,-1.4
O=c1cc(CO)oc(CN2CCN(c3ccccc3F)CC2)c1O,13.1,1.2,-7.8,10.9,-1.9,-2.9,-8.6,0.4,-6.9,1.2,x
Cc1ccc(S(=O)(=O)NC2CC(C)(C)NC(C)(C)C2)cc1C,-9.0,-3.1,0.8,-14.2,-14.9,0.7,-12.6,2.6,-12.8,-3.2,10.3
O=c1oc2ccccc2c(O)c1Sc1c(O)c2ccccc2oc1=O,26.7,1.2,-6.2,x,6.0,0.1,1.4,-2.8,-6.0,-2.9,1.8
O=C1c2cccc3cccc(c23)C(=O)N1CCN1CCN(C(=S)Nc2ccccc2)CC1,11.6,0.1,14.8,16.7,19.5,-0.1,-36.4,-2.2,7.3,-1.3,1.0
CN(C)c1cccc(NC(=O)c2cccc3ccccc23)c1,10.9,-1.5,-3.4,12.5,-0.6,-0.4,-4.5,1.8,-4.0,-0.1,15.7
Cc1cc(O)c(C2(C(F)(F)F)NCCNC2=O)cc1C (stereo not given),x,-0.1,4.2,-8.3,-4.1,0.2,-4.1,-3.2,-7.4,-2.0,1.0
